ATXN2 expr inh: reduces ATXN2 reporter expression in HEK-293 cells. HEK-293 ATXN2-luciferase reporter, luminescence, 24 h. Potency, µM (top dose mostly 57 µM), for the others: at the top dose activity change, negative = inhibition, usual class: inhibitors. hit rate 0.72% among 360,000; further: potency means the concentration at half of the fitted maximal effect; on the % scale 0 is the no-effect control and ±100 the full control effect; nearly all actives have a fitted effect of over 55% in size
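qHTS (up to 57 uM final) was run with 24 h compound exposure of reporter cells at 37 °C. Each well was multiplexed: SteadyGlo luminescence measured ATXN2-luciferase expression after a fluorogenic Gly-Phe-AFC viability readout (25 uM final).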
ATXN viability: cell viability loss in ATXN counter-screen | hit rate 0.49% among 400,000 | Potency, µM (top dose mostly 56.7 µM), actives largely listed as cytotoxic | S2 cells (HEK-293 line with an ATXN2-luciferase reporter) viability, CellTiter-Fluor protease fluorescence, 24 h; further: potency means the concentration at half of the fitted maximal effect; nearly all actives have a fitted effect of over 40% in size
HT1080 IDH1KD tx: HT-1080 IDH1 knockdown cell toxicity (counter line) | HT-1080 IDH1 knockdown viability, ATP luminescence, 48 h | Potency, µM (series often up to 46.1 µM), for the others: top-dose activity, negative = toxicity, usual class: cytotoxic | hit rate 2% among 360,000 | AID 686971;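 further: potency means the concentration at half of the fitted maximal effect; 0% = DMSO wells and -100% = cell-free medium wells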
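Assay cells: HT-1080 with IDH1 knockdown, 750 per well, RPMI/5% FBS. Exposure: 48 h at 37 °C following 2 h pre-incubation. Read: CellTiter-Glo luminescence; fitted concentration-response, curve class assigned.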
HT1080NT lethal: kills 2HG-producing HT-1080-NT fibrosarcoma cells. HT-1080-NT fibrosarcoma viability, CellTiter-Glo ATP luminescence, 48 h. Potency, µM (titrated, usually from 46.1 µM), for the others: top-dose activity, negative = less viability, most hits filed as cytotoxic. hit rate 1.6% among 360,000. AID 686970;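 further: NT is the 2HG producing partner of a matched IDH1 knockdown line; potency means the concentration at half of the fitted maximal effect; 0% = DMSO-treated cells and -100% = media-only wells without cells; nearly all actives have a fitted effect of over 55% in size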
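A 48-hour cytotoxicity screen used HT-1080-NT cells plated 2 hours before compound delivery. ATP-based CellTiter-Glo luminescence measured viability, normalized to DMSO and no-cell controls.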
HepG2 viability: kills HepG2 cells in TGF-b inhibitor counter-screen | HepG2 CAGA-GFP viability, ATP luminescence, 18 h | Potency, µM (series often up to 46.1 µM), for the others: top-dose activity change, negative = cytotoxicity, most hits filed as cytotoxic | hit rate 0.76% among 410,000 | AID 588856; further: potency means the concentration at half of the fitted maximal effect; some results filed as inactive show a strong effect at the top dose
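HepG2 CAGA-GFP cells (1000/well, DMEM with 1% FBS) received compound, then TGF-beta at 500 pg/mL final, and were incubated 18 hours at 37 degrees C. Viability was read by CellTiter-Glo luminescence. Media-only wells were set as complete cell-killing and DMSO as no toxicity.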
IL-1B inflam inh: inflammasome signaling inhibition, IL-1 beta readout. THP-1 LPS/ATP IL-1B secretion, AlphaLISA, 16 h; stronger effect = lower value. activity change, % at 57.5 µM. hit rate 4.7% among 360,000. AID 743279; in the data active means activity change below about -50%; inconclusive means mostly about -30% to -49%; further: on the % scale 0 is the no-effect control and ±100 the full control effect
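Secreted IL-1B measured by AlphaLISA bead assay after 16 h compound exposure of THP-1 cells; compounds (final up to 57.5 uM) added 1 h before LPS (250 ng/mL) and ATP (1.25 mM) stimulation; lower signal means less secretion.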
SW480 rereplic: induces DNA re-replication in SW480 colon adenocarcinoma cells. SW480 DNA re-replication, Hoechst DNA content imaging, 48 h. Potency, µM (top dose mostly 46.1 µM), for the others: at the highest dose re-replication activation, usual class: activators. hit rate 1.8% among 340,000; further: potency means the concentration at half of the fitted maximal effect; % of control where 0% means no effect; nearly all actives have a fitted effect of over 55% in size
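Cells (250 per well) received 23 nL compound or DMSO by pin tool and were kept 48 hr at 37 C, 5% CO2. Nuclei were then stained with Hoechst for 40 min and scanned for DNA content.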
KB-3-1 cytotox: KB-3-1 parental cell cytotoxicity; Potency, µM (top dose mostly 46.1 µM), for the others: at the top dose activity change, negative = cytotoxic, hits mostly cytotoxic; hit rate 1.4% among 400,000; KB-3-1 viability, CellTiter-Glo ATP luminescence, 72 h; AID 1347075; further: potency means the concentration at half of the fitted maximal effect; on the % scale 0 is the no-effect control and ±100 the full control effect; nearly all actives have a fitted effect of over 60% in size
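Screening of KB-3-1 cells (DMEM, 10% FBS, phenol-red free) ran from lowest to highest compound concentration; after 72 h at 37 °C viability was read luminescently and curves fitted.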
MCF10A rereplic: inducers of DNA re-replication in MCF 10A breast cells | MCF 10A DNA re-replication, Hoechst nuclear intensity, 48 h | Potency, µM (highest dose often 46.1 µM), for the others: at the top dose activity, positive = re-replication, hits mostly activators | hit rate 2.9% among 350,000 | AID 624296; further: potency means the concentration at half of the fitted maximal effect; % of control where 0% means no effect; nearly all actives have a fitted effect of over 50% in size
* = called active by the depositor; i = inactive; ? = inconclusive; . = no result given; [ ] = another dose, or the depositor's remark. Unless noted, the call rests on the fitted dose curve; in most records, active means well fitted curve in the direction sought with a large enough effect; inconclusive means small, poorly fitted or top-dose-only effect, or another doubt; inactive means no such curve, though single readings can be large; an effect the other way counts as inactive or inconclusive.

nr	Compound	MCF10A rereplic	HepG2 viability	IL-1B inflam inh	ATXN viability	HT1080NT lethal	HT1080 IDH1KD tx	KB-3-1 cytotox	ATXN2 expr inh	SW480 rereplic
1	Cc1cc(C)n(CC(O)COc2ccc(C(C)C)c(C)c2)n1 (configuration not stated)	18.2%	-32.3%	-1.5	i	-10.7%	-18.2%	0.9%	17.8%	-6.9%
2	O=C(Nc1ccc(C(=O)N2CCCCC2)cc1)C1CCC1	-14.3%	0.9%	-14.1	i	10.9%	-0.2%	2.4%	14.4%	-8.7%
3	CCN(C(=O)C(C)Cl)c1ccccc1 (configuration not stated)	-2.0%	-4.9%	1.8	i	5.5%	14.7%	-0.1%	-26.1%	-13.7%
4	O=C(CN(C(=O)c1csnn1)c1ccc(Cl)cc1)NCCc1ccccc1	15.3%	-10.4%	-9.1	i	4.4%	1.9%	-1.2%	9.9%	1.1%
5	Cc1nc(N2CCN(S(=O)(=O)c3ccccc3)CC2)c2cc(-c3ccccc3)sc2n1	3.6%	20.9%	-23.3	i	12.1%	15.5%	-1.2%	7.5%	0.7%
6	Clc1ccc(-c2nnc3sc(Cc4cccs4)nn23)c(Cl)c1	154.7%[0.0737 µM]	-8.1%	-28.0	i	2.7%	9.1%	14.3%	-13.7%	-7.1%
7	Cc1ccc(C(=O)N2c3ccccc3OCC2C)cc1 (configuration not stated)	-9.5%	0.8%	0.3	i	1.3%	0.8%	-2.2%	-6.4%	-9.0%
8	O=C(NCC(=O)N(c1ccccc1)C(C(=O)NC1CCCC1)c1ccncc1)c1cccs1 (configuration not stated)	-7.9%	20.8%	5.2	i	9.5%	3.8%	0.9%	1.5%	11.1%
9	Cc1c(CCC(=O)NCCCN2CCCC2=O)c(=O)oc2c(C)c(O)ccc12	22.8%	9.1%	-21.4	.	14.5%	6.9%	0.0%	7.4%	-22.1%
10	CC(=O)c1nn(-c2ccc(Br)cc2)cc1C(=O)c1ccco1	15.5%	-35.6%	?	i	-2.3%	-5.6%	-0.1%	4.2%	-0.2%
11	Cc1ccc(S(=O)(=O)N(CC(=O)NN=C2CCN(C)CC2)c2ccc(F)cc2)cc1	1.6%	1.0%	31.0	i	-12.5%	-12.3%	3.3%	-4.7%	1.8%
12	CCCn1nc(C(=O)NNC(=O)CSC(C)C(=O)Nc2cc(C)on2)c2ccccc2c1=O (configuration not stated)	0.7%	32.5%	-3.7	i	-3.1%	-24.4%	1.7%	5.7%	-3.2%
13	COc1ccc(NC(=O)CN2C(=O)CCn3nc(-c4cccn4C)cc32)cc1	.	2.6%	.	i	.	.	7.6%	2.7%	.
14	CCCCNC(=O)C1C(c2ccccc2)=Nc2ccccc2N1C(=O)c1ccc(C)cc1 (configuration not stated)	.	.	36.3	.	?	?	-11.7%	.	.
15	COC(=O)C1=C(C(=O)OC)[C@@H]2N(Cc3ccccc3)c3ccccc3[C@@]23C[C@@H](CO)N(C(=O)NC2CCCC2)C3=N1	7.3%	-8.6%	25.0	?	4.2%	15.5%	3.2%	2.5%	2.5%[9.22 µM]
16	CC(C)(C)NC(=S)N/N=C/c1cc(Br)c(O)c(Br)c1	16.5%	-30.4%	2.5	?	?	-24.1%	-7.0%	.	-5.9%
17	O=C(NCc1ccc(Cl)cc1)C1CCN(C(=O)c2cnn(-c3ccccc3)c2-n2cccc2)CC1	.	-27.8%	.	i	.	.	-1.1%	?	.
18	COCCCNC(=O)C[C@H]1C[C@H](C(=O)N2CCCCC2)[C@@]2(CCc3ccccc3)c3[nH]c4ccc(Cl)cc4c3CCN2C1=O	-5.2%	4.0%	-17.4	i	7.0%	4.1%	0.0%	9.7%	1.6%
19	COc1cc(NC(=O)c2nn(-c3ccc(C)cc3)c(=O)c3c2c2ccccc2n3C)cc(OC)c1OC	.	-0.8%	.	i	.	.	5.9%	-3.4%	.
20	O=C(Nc1ccc(Br)cc1)N1CCCCC1	-1.3%	4.5%	-17.3	i	5.2%	-4.8%	-0.8%	23.0%	5.6%
21	CCCS(=O)(=O)NCCc1cc2ccc(OC)cc2[nH]c1=O	-0.1%	5.0%	6.8	i	7.1%	2.7%	-7.9%	23.0%	-8.7%
22	COc1ccc(C(C(=O)NC2CCCC2)N(CCCO)C(=O)c2snc(C(N)=O)c2N)cc1 (configuration not stated)	9.5%	-15.1%	-9.9	i	-5.2%	-11.3%	-2.7%	-12.2%	8.9%
23	CC(O)(c1ccc(F)c(F)c1)c1nc(-c2cnc3ccccc3c2)cs1 (configuration not stated)	.	-28.5%	31.6	i	?	?	-0.7%	-27.0%	.
24	Cn1c(=O)cc(OCC(=O)NCc2ccc(F)cc2Cl)c2ccccc21	.	-6.3%	.	i	.	.	-2.1%	11.0%	.
25	CCOc1ccccc1NC(=O)COC(=O)c1ccc(S(=O)(=O)N2CCCC2)cc1	5.4%	0.0%	-5.5	i	4.0%	12.0%	-9.3%	7.4%	-12.0%
26	CC(=O)c1ccc(N=C2C(=O)Nc3ccccc32)cc1	-3.6%	3.5%	-7.9	?	-24.2%	-19.2%	9.5%	2.0%	-3.5%
27	CN(C)S(=O)(=O)c1ccc(C(=O)Nc2ccc(Cl)cc2)cc1	3.2%	-47.2%	?	i	-3.3%	-11.6%	-7.9%	-5.6%	2.0%
28	CN(C)S(=O)(=O)N(CC(=O)N1CCN(c2ccccc2)CC1)c1ccccc1	6.6%	7.7%	3.3	i	5.9%	17.7%	3.0%	-0.8%[11.3 µM]	1.0%
29	COC(=O)CSc1[nH]c2ccccc2c1[N+](=O)[O-]	14.6µM*	-22.8%	5.5	i	-3.4%	-1.8%	5.8%	.	-3.3%
30	COc1ccc(OC)c(NC(=O)Cn2ncc3c2-c2ccccc2OC3)c1	.	7.8%	.	i	.	.	5.4%	-15.3%	.
31	COc1cccc(C(=O)COc2ccc3ccc(=O)oc3c2)c1	-1.0%	-7.7%	-13.2	i	19.3%	14.2%	0.9%	.	-0.7%
32	O=C(c1ccc2c(=O)n(Cc3ccc4c(c3)OCO4)c(=S)[nH]c2c1)N1CCCCC1	-3.0%	3.5%	12.3	?	9.2%	9.0%	9.8%	-26.6%	-8.6%
33	COc1cc(C(=O)Nc2ccc3nc(N4CCN(C)CC4)cc(C)c3c2)cc(OC)c1OC	18.0%	-31.0%	-5.1	i	?	?	?	7.5%	?
34	CC(NC(=O)COC(=O)c1ccc2c(=O)n3c(nc2c1)CCCCC3)c1ccccc1 (configuration not stated)	26.5%	-12.7%	10.9	i	-1.7%[9.24 µM]	5.4%	-13.5%	3.1%	-15.6%
35	Cc1ccc(-n2nc(C)c(C(C)(O)C(F)(F)F)c2N)cc1 (configuration not stated)	-77.2%[inhibitor]	7.8%	17.6	i	?	2.2%	27.4%	2.5%	37.6%
36	Cc1nc(NC(=O)c2ccccc2)sc1-c1csc(Nc2ccc(C(=O)O)cc2)n1	?	-37.8%	?	i	-17.8%	5.9%	-2.5%	28.5%	?
37	COC(=O)c1csc(S(=O)(=O)N2CCOCC2)c1OC	0.5%	1.0%	2.7	i	15.8%	15.3%	-3.8%	-2.6%	1.2%
38	CN1CCN(C(=O)c2ccc(Cl)cc2)CC1	0.1%	4.4%	6.9	i	11.5%	23.1%	3.1%	-10.5%	-3.3%
39	CCOc1ccc(N(CC(=O)NN=C2CCCC2)S(C)(=O)=O)cc1	-1.9%	-1.4%	5.5	i	12.9%	16.6%	-7.4%	3.2%	-27.9%
40	O=C(CN1C(=O)CS/C1=C\c1nc(-c2ccc(Cl)cc2)cs1)Nc1cccnc1Cl	?	1.2%	-0.5	i	-5.1%	-7.3%	-15.3%	.	?
41	Cc1ccccc1OCC(=O)Nc1cccc(C(=O)O)c1	-40.2%[inhibitor]	4.3%	25.9	i	6.1%	0.9%	-2.4%	0.168µM*	-29.5%
42	Cn1c(SCC(=O)Nc2nccs2)nnc1-c1ccncc1	-0.8%	6.1%	9.0	i	18.7%	14.0%	0.2%	-3.8%	-6.3%
43	COCCn1c(Cc2ccccc2)nnc1SCC(=O)Nc1cc(C)on1	0.0%	-3.1%	5.0	i	-4.5%	11.2%	17.9%	4.1%	-17.6%
44	Cc1ccc(-c2cc(C(=O)N3CCCc4ccccc43)c3ccccc3n2)cc1	20.6µM*	-11.6%	-10.4	i	-2.8%	-1.3%	?	1.5%	?
45	CCOC(=O)[C@]12CCCC=C1N(Cc1ccco1)C(=O)[C@H](CC(=O)NCCCCc1ccccc1)C2	.	.	?	?	-21.0%	?	?	-16.4%	.
46	Cn1c(=O)n(C)c2cc(S(=O)(=O)NCc3ccco3)ccc21	-1.6%	-3.0%	-14.4	?	-3.4%	0.4%	-0.3%	7.9%	-11.2%
47	COc1ccc2nc(NC(=O)CSc3nc(C)cc(C)n3)sc2c1	10.4%	-37.7%	-15.9	i	-0.7%	-7.4%	-10.6%	-5.5%	0.0%
48	Cn1c(SCC(=O)N/N=C/c2cccs2)nc2ccccc21	-2.4%	-31.1%	-14.0	i	1.8%	1.9%	0.3%	1.8%	0.1%
